# TCR CD3 inh: inhibitors of human TCR-CD3 interaction. TAMRA-labeled TCR probe fluorescence, biochemical. inhibition, % at 9.4 µM. hit rate 0.37% among 360,000; in the data active means inhibition above about 19%;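 further: recombinant mutant TCR 2C K166C tagged with TAMRA read by polarization; 0% = receptor in buffer alone and 100% = receptor with positive control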
# NR1D1 modulator: modulators of human Rev-erb alpha DNA binding; P20393; Rev-erbα–FITC-DNA binding, fluorescence polarization, 90 min; activity, % at 10 µM; hit rate 0.79% among 370,000;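 active means activity above about 14%, limit read from the data; passing the limit was not always enough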;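 further: 0% = DMSO wells with 35 nM protein and 100% = DMSO wells with 750 nM protein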
# TDP2 inh: blocks human TDP2 phosphodiesterase activity | O95551 | recombinant TDP2, T5PNP hydrolysis, p-nitrophenol absorbance 415 nm | inhibition, % at 12.8 µM | hit rate 0.34% among 370,000;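 active means inhibition above the mean of all tested compounds plus 3 SD, set per campaign, cut at about 25% in these data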;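 further: 0% = DMSO with enzyme and 100% = buffer with substrate but no TDP2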
#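 Test system: human TDP2 enzyme; Input: 120 nM TDP2 per well; Buffer or medium: Mg2+-containing Tris-HCl buffer, pH 7.5; Reagent: 5 mM T5PNP; Dosing: 12.8 µM single point, 1% DMSO; Incubation: reaction 2 h, 37 °C; Detection: p-Nitrophenol epi absorbance; Read-out: % inhibition relative to enzyme-containing and enzyme-free wells; Replicates: single well per compound.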
# HTRA1 inh: inhibitors of human serine peptidase HTRA1; hit rate 0.5% among 340,000; recombinant HTRA1, FP-rhodamine activity-based probe, fluorescence polarization; AID 504803; inhibition, % at 5.96 µM; in the data active means inhibition above about 36%;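 further: 0% = enzyme with DMSO and 100% = wells lacking enzyme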
# PG9 Ab binder: binds the HIV-1 gp120 antibody PG9. TR-FRET gp120-PG9 antibody binding. hit rate 0.43% among 360,000. inhibition, % at 6.7 µM; in the data active means inhibition above about 8.5%
# PRMT1 FP inh: PRMT1 (human) inhibition, primary screen | recombinant PRMT1, activity-based probe fluorescence polarization | Q99873 | hit rate 1.3% among 370,000 | inhibition, % at 2.79 µM;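 active means inhibition above about 21% made by adding two undisclosed values, limit read from the data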
# Target sequence (Q99873 whole entry, looked up): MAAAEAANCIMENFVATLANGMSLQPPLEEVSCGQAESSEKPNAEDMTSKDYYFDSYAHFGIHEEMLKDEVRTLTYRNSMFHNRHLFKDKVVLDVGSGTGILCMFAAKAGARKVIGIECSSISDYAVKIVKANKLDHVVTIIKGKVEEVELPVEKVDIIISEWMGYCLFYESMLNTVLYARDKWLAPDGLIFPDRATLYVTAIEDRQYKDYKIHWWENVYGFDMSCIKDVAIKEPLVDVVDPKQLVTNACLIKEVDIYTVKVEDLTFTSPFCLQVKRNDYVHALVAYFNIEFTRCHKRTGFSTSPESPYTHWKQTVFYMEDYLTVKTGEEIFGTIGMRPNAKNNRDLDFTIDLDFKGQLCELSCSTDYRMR
# rCAG RNA binder: r(CAG) repeat RNA binding | hit rate 1.3% among 370,000 | inhibition, % at 3 µM | TO-PRO-1 dye displacement fluorescence;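 active means inhibition above the plate cutoff, the mean of all test compounds on that plate plus 3 SD, cut at about 35% in these data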;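 further: 0% = DMSO alone and 100% = 100 µM mitoxantrone as full dye displacement; higher means more dye released from RNA so lower well fluorescence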
# LEDGF integ inh: blocks HIV-1 LEDGF/p75-dependent DNA integration; TR-FRET IN-LEDGF/p75 DNA integration, Eu/Cy5; inhibition, % at 3.7 µM; hit rate 0.64% among 370,000;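 active means inhibition above the screen-wide mean plus 3 SD, cut at about 13% in these data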;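 further: signal is the Cy5 over europium emission ratio at 671 and 618 nm; 0% = plate median of compound wells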
# SIAE primary: inhibitors of human sialic acid acetylesterase SIAE; SIAE FP-Rh probe binding, fluorescence polarization; Q9HAT2; inhibition, % at 9.66 µM; hit rate 0.69% among 370,000;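 active means inhibition above a cutoff: mean of compounds within the control limits plus 3 SD of those, cut at about 17% in these data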;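 further: 0% = plate median of compound wells and 100% = probe without SIAE protein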
# ABHD4 inh: inhibits mouse alpha/beta hydrolase domain 4; Q8VD66; purified mABHD4, FP-Rh probe fluorescence polarization; inhibition, % at 8.92 µM; hit rate 0.54% among 370,000; AID 720543;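 active means inhibition exceeding the mean over every tested compound plus 3 SD, cut at about 30% in these data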;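 further: 0% = plate median of compound wells and 100% = S159A mutant with DMSO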
# Target sequence (Q8VD66 whole entry, looked up, the tested form may be a part): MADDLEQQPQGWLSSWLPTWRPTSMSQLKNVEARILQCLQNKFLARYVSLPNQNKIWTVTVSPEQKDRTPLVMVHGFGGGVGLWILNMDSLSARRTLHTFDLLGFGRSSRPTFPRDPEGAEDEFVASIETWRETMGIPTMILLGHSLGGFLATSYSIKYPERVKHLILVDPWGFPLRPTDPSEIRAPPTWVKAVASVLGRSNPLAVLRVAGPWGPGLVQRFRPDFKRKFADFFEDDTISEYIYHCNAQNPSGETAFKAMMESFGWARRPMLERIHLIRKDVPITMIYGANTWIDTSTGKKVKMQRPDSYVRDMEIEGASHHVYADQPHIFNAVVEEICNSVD
#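 System: mouse ABHD4 enzyme, wild type / Medium: HEPES pH 7.0, NaCl, Pluronic buffer / Reagent: FP-Rh activity-based fluorescent probe / Control set: S159A mutant high control, sample median low control / Detection: fluorescence polarization with parallel and perpendicular emission, 525/598 nm / Schedule: 45 min + 60 min at 25 °C / Compound dosing: 8.92 µM, single dose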
# Starred values were filed as active, the others as inactive; / = no result given. This is a subset; rates above refer to the full screens.
structure	TCR CD3 inh	NR1D1 modulator	TDP2 inh	HTRA1 inh	PG9 Ab binder	PRMT1 FP inh	rCAG RNA binder	LEDGF integ inh	SIAE primary	ABHD4 inh
COc1cccc(CNC(=O)COC(=O)CN(C)S(=O)(=O)c2ccc(NC(C)=O)cc2)c1	5.6	-1.6	1.8	5.6	-1.9	2.0	0.6	-1.8	-5.1	-1.3
CCCC(O)(c1ccccc1)C(c1ccccc1)c1ccccn1 (stereo not given)	-9.9	-3.1	10.2	-8.7	-0.9	3.0	0.1	-3.5	6.0	11.8
Cc1ccccc1NC(=O)C(NS(=O)(=O)c1ccc2c(c1)c(=O)n(C)c(=O)n2C)c1ccccc1 (stereo not given)	9.2	-1.7	4.2	1.4	0.3	1.4	4.2	2.5	-1.0	2.4
Nc1ccc(OCc2ccccc2)cc1	7.4	-0.1	-6.0	1.2	-2.1	7.2	4.0	1.4	3.7	6.0
Cc1cc(C)c2c(-n3cccc3)c(C(=O)NNS(=O)(=O)c3ccc(Cl)cc3)sc2n1	3.9	/	-8.7	-6.3	-2.3	0.1	34.6*	1.8	-0.7	0.3
O=C(NCc1cccc(F)c1)c1ccc(N2C(=O)Cn3c(cc4sccc43)C2=O)cc1	-2.0	-1.6	-12.7	-33.5	-0.4	0.2	18.2	-2.5	-19.5	-9.1
O=C(CSc1ccsc1[N+](=O)[O-])NCCc1ccc(Cl)cc1	4.2	0.4	-10.1	-4.2	-0.8	-3.0	7.9	1.3	-7.7	-0.9
C=CCNc1nc(C(=O)OCC(=O)c2ccc(F)cc2)cs1	7.9	-1.0	16.0	-6.9	2.1	0.1	6.1	-1.4	-0.5	-4.4
CN(CC(=O)Nc1ccccc1N1CCCC1)S(=O)(=O)c1ccc(F)cc1	2.5	0.7	4.6	2.3	-0.6	2.2	-6.5	-1.1	0.7	-2.6
O=C(NCc1ccccn1)C(=O)NCC1OCCN1S(=O)(=O)c1ccc(Cl)cc1 (stereo not given)	-5.1	1.5	3.1	6.7	-1.1	0.1	-4.0	0.2	5.8	2.8
CCOC(=O)c1oc2ccc(Cl)cc2c1NC(C)=O	-4.3	-2.0	19.0	-10.6	-2.9	-3.2	0.8	-1.5	2.8	-0.6
O=C(/C=C/c1ccccc1Cl)Nc1ccccc1	1.0	0.9	-6.5	/	-4.2	-4.5	-0.8	-1.3	-8.0	-21.2
COC(=O)C1=C(C)N(c2ccc(C)c(C)c2)/C(=C/c2cccs2)C1=O	-7.2	-4.2	-12.5	3.4	0.6	-0.5	-0.2	0.9	2.0	-6.2
CN(C(=O)COC(=O)c1ccc([N+](=O)[O-])cc1N)c1ccccc1	-3.9	5.3	3.3	2.9	1.5	2.1	0.6	2.6	-1.8	-3.2
COc1ccc(C)cc1NC(=O)c1sc2ncn(CC(=O)N3CCCCC3)c(=O)c2c1C	4.2	29.4*	16.9	0.7	0.5	-0.2	2.2	0.2	0.2	3.6
COc1ccc(-n2c(Cc3cccn3C)nnc2SCC(=O)Nc2ccc(F)cc2F)cc1	5.7	-1.0	8.3	-1.4	0.0	0.1	4.0	0.4	-4.8	-2.5
O=C(NC1CCCCC1)C(c1ccnc2ccccc12)n1c(=O)c(-c2cc3ccccc3[nH]2)nc2ccccc21 (stereo not given)	-2.3	5.4	-6.3	/	2.0	-4.2	18.0	0.2	-27.7	-26.9
N/C(=N\OC(=O)CCCc1ccccc1)c1ccccc1Cl	2.0	-2.5	12.8	-7.1	-2.0	-3.4	-3.1	-3.0	7.2	2.4
COc1ccc(OC)c(-c2csc(NC(=O)c3ccccc3F)n2)c1	-8.5	10.6	-4.6	-3.7	-0.6	-2.1	2.7	3.0	-1.3	23.9
CC(C)=CC(=O)OCC(=O)Nc1ncc(Cl)c(C)c1Cl	-6.1	-3.9	-14.6	4.7	-1.7	0.9	11.6	3.5	-2.4	3.3
CCN1C(=O)C(CC(=O)Nc2ccc(OC)cc2)N(Cc2cccs2)C1=S (stereo not given)	11.1	5.8	12.6	-8.5	0.6	-0.6	0.6	-1.8	-4.9	-6.3
COc1ccc(-c2nnn(Cc3ccccc3)n2)cc1	2.3	4.3	-0.8	-2.5	0.5	-0.4	0.2	-1.7	2.2	-0.6
COc1ccc(CNC(=O)CN2C(=O)C(C)N(c3ccc(C)cc3)C2=O)cc1 (stereo not given)	8.1	-2.3	2.1	-2.0	0.4	-4.6	0.3	-2.6	-3.3	5.3
CCn1c(=O)c(=O)[nH]c2cc(C(=O)NC3CCCc4ccccc43)ccc21 (stereo not given)	-15.6	-2.2	6.6	-8.2	-1.6	2.0	1.9	0.7	-43.1	-25.6
Cc1noc(C)c1COC(=O)c1ccc(F)c(S(=O)(=O)N2CCCCC2)c1	6.2	1.5	4.2	-3.2	0.6	-1.6	-5.0	-1.0	-8.7	-5.2
Cc1cccnc1NC(=O)CCC(=O)c1cccs1	0.2	1.4	4.5	4.2	0.9	1.0	6.2	-0.3	2.0	11.0
COc1ccc(-c2csc(NC(=O)CSCC(=O)Nc3cc(C)on3)n2)c(OC)c1	-0.7	-4.0	7.5	-8.0	4.5	1.6	4.8	0.7	-4.3	-5.6
CCCCC(=O)Nc1ccc(Cl)cn1	-3.2	3.0	4.8	5.5	3.3	4.8	-1.0	-2.7	8.5	8.1
O=C1S/C(=C\C=C\c2ccco2)C(=O)N1c1ccccc1	-2.5	-18.4	-3.8	8.7	0.7	39.8*	40.7*	39.5*	20.8*	13.6
CN(C)c1cc(-c2ccc(Cl)c(Cl)c2)oc(=O)c1Cl	-0.6	35.7*	5.0	-1.2	-0.3	4.4	0.3	0.3	-1.0	-0.4
O=[n+]1c2c(n([O-])c3c1CCCC3)CCCCC2	2.5	0.6	-9.7	0.1	-2.1	-1.4	-2.7	-1.6	3.9	-6.0
CCN1CCN(c2nnc(-c3ccc(C)cc3)c3ccccc23)CC1	-4.2	2.7	-4.8	4.5	0.1	-4.0	-9.0	2.0	4.5	0.6
CCC(C(=O)NC(C)(C)C)N(Cc1cccs1)C(=O)CNS(=O)(=O)c1ccccc1 (stereo not given)	1.8	3.5	-0.1	-4.3	-0.8	0.5	-7.2	2.2	-2.3	-2.9
CC(C)CCC1(CCO)C(=O)N=C(N)NC1=O (stereo not given)	-2.0	-2.7	6.4	-0.8	-1.1	-2.0	2.8	-0.8	-3.9	-0.8
CC(C)Oc1ccc(C(=O)Nc2ccc(C(F)(F)F)n(C)c2=O)cc1	-5.6	-3.2	0.1	2.7	-2.6	-3.6	4.1	6.7	1.2	-8.1
CCSc1nnc2nc3[nH]c4c(C)cccc4c3nn12	-2.0	1.7	8.8	/	-3.0	-1.8	6.6	-0.4	3.3	-5.3
CCc1ccc(NS(=O)(=O)c2ccc(C)c(C(=O)N3CCOCC3)c2)cc1	-3.8	3.6	-10.2	-5.7	-1.1	4.7	-4.7	-5.9	-2.2	-5.8
O=C1NCCCC1C(=O)N/N=C/c1ccccc1[N+](=O)[O-] (stereo not given)	0.9	-6.3	-6.1	-1.8	-2.0	-1.6	1.0	-5.6	12.6	2.7
[O-][n+]1cccc2ncc3cscc3c21	-2.1	1.4	6.5	3.2	0.3	0.2	4.7	-1.3	3.9	-0.8
Cn1c(SCC(=O)NC2CC2)nnc1-c1ccccc1Cl	1.5	-0.2	5.4	4.2	-0.5	1.7	-3.0	-3.8	2.3	-2.6
Cc1ccc(S(=O)(=O)N2CCC(c3nnc(SCCN4CCCC4)n3C)CC2)cc1	8.7	3.6	-1.2	4.8	-0.4	1.2	1.1	-3.6	3.9	3.9
O=[N+]([O-])c1ccc(-[n+]2ccc3ccccc3c2)c([N+](=O)[O-])c1	-1.1	-6.1	-4.2	-2.5	0.8	5.2	4.5	2.0	0.5	2.1
O=C1c2ccsc2SCCN1Cc1ccc(Cl)cc1	2.2	4.5	1.7	-6.7	-1.8	2.4	-5.6	0.3	-3.5	-1.3
CCCCCOC(=O)CSc1nc2c(c(=O)[nH]c(=O)n2C)n1CCc1ccccc1	-3.8	-0.6	-7.3	2.0	-2.3	15.7	-0.4	0.3	5.8	4.5
COc1ccc(S(=O)(=O)N2CCC(C(=O)NC3CC3)CC2)cc1Cl	9.6	0.0	-1.0	5.1	-0.7	-0.9	-4.6	-9.1	2.4	2.8
CCOC(=O)C1=C(C)NC(C)=C(C(=O)OCC)C1c1cccc([N+](=O)[O-])c1	2.5	2.7	-0.5	-9.6	-0.5	-2.3	3.2	5.2	11.7	8.6
CCOC(=O)c1cnc2c(C)cc(Cl)cc2c1NCCCN1CCOCC1	4.4	-1.8	5.7	9.6	-1.4	10.0	-7.2	-0.8	-5.4	-4.0
O=C(NC1CCN(Cc2ccccc2)CC1)c1ccccc1F	0.5	0.9	-1.2	2.4	-1.4	-1.6	-5.0	-2.5	5.0	-8.9
OCC1OC(C(N=Nc2ccccc2)=NNc2ccccc2)C(O)C1O (stereo not given)	4.0	-1.1	-5.1	/	-0.6	7.8	6.8	-5.5	3.0	6.8
COC(=O)c1ccc2nc(NC(=O)C(C)(C)C)sc2c1	-6.3	5.6	-11.3	-1.0	-0.1	5.0	0.9	2.9	-7.7	-8.1
O=C(CSc1nc2c(sc3ccccc32)c(=O)n1-c1ccccc1)NCc1ccco1	-2.0	0.1	4.0	-18.1	2.1	2.5	7.5	-0.7	-15.0	1.7
COC(=O)C1CCN(C2CN(C3CCCCC3)S(=O)(=O)C2)CC1 (stereo not given)	-8.6	-0.7	-3.4	/	-1.5	2.1	-0.1	-1.7	9.8	1.0
CCCCNC(=O)C1(C)CCCCN1Cc1ccc(OCc2ccccc2)cc1 (stereo not given)	-5.8	5.0	-4.8	/	-1.1	-2.5	1.1	-1.3	11.4	-0.9
CCN1C(=O)[C@@H]2[C@@H](c3ccc(-c4ccc(OC)cc4)cc3)N3CCC[C@@]3(C(=O)OC)[C@@H]2C1=O	-4.6	-1.9	-2.4	-8.2	-2.2	2.9	1.7	-0.5	0.8	0.1
Cn1nccc1/C=N\NC(=O)c1ccc(Cl)cc1	-4.3	-3.4	-1.5	-6.5	1.1	1.2	-2.5	3.0	4.4	-8.0
COc1ccc(NC(=O)CC(C)n2ccnc2)cc1 (stereo not given)	4.3	-1.1	5.1	4.3	1.6	-0.2	0.6	-2.5	3.8	-0.8
CCN1CCSc2ccc(C(=O)NCc3ccccc3F)cc21	8.2	3.4	0.7	-8.8	1.4	51.9*	15.4	2.7	8.1	3.3

# Screening data as filed in PubChem BioAssay.
